Screening data: PubChem BioAssay, National Center for Advancing Translational Sciences (NCATS)
PI5P4Ka inh = qHTS for Inhibitors of phosphatidylinositol 5-phosphate 4-kinase (PI5P4K). Phosphatidylinositol 5-phosphate 4-kinase type-2 alpha (Homo sapiens), P48426. PI5P4Kalpha enzyme, ADP-Glo luminescence, 60 min; active compounds read low. max response, %. 1.2% of 330,000 active. AID 652105, 2013; active = max response of -50% or lower; inconclusive = between -30% and -50%; inactive = -30% or higher; also: value at the top dose of about 77 µM; % is scaled to controls: 0 for no effect and ±100 for the full control effect
Target sequence (P48426 whole entry, looked up): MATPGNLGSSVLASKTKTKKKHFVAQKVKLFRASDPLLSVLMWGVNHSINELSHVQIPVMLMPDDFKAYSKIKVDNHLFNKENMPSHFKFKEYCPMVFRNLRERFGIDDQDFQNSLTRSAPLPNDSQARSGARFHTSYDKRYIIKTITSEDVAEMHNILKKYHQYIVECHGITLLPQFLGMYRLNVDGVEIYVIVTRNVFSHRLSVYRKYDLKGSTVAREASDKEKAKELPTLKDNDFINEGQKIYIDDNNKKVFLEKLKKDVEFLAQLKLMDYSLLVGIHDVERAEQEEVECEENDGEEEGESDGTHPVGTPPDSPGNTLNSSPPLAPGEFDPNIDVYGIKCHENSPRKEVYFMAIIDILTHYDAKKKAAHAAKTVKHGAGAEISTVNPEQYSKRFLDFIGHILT
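Quantitative HTS of the MLSMR library against PI5P4Kalpha with substrate. ATP added last at 5 microM final; room temperature, 60 minutes. Remaining ATP depleted, ADP converted and read as luminescence.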
GLP-1R inv ag = qHTS of GLP-1 Receptor Inverse Agonists (Inhibition Mode) | Glucagon-like peptide 1 receptor (Homo sapiens), P43220 | Potency, µM (highest dose often 38.3 µM), for the others: at the top dose activity change, negative = inhibition, actives largely listed as inhibitors | AID 624417, 2012 | HEK293 GLP-1R CRE-luciferase, luminescence, 24 h; GLP-1R form is constitutively active | 1.6% of 410,000 active; also: potency is read from the fitted curve at half-maximal effect; % is scaled to controls: 0 for no effect and ±100 for the full control effect; nearly all actives have a fitted effect of over 55% in size
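Constitutively active GLP-1R drives a cAMP-responsive luciferase in stably transfected HEK293 cells; test compounds are added after overnight (12 h) attachment and left 24 hr, and signal loss in luminescence marks inhibition.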
D3 ag = qHTS of D3 Dopamine Receptor Agonist: qHTS. 0.58% of 410,000 active. max activation, %. D3R DiscoveRx beta-arrestin cells, luminescence, 90 min. D(3) dopamine receptor (Homo sapiens), P35462. AID 652048, 2013; in the data active = max activation above about 30%; also: 0% is about no effect; mostly tested at two doses, the higher about 12 µM
Target sequence (P35462 whole entry, looked up): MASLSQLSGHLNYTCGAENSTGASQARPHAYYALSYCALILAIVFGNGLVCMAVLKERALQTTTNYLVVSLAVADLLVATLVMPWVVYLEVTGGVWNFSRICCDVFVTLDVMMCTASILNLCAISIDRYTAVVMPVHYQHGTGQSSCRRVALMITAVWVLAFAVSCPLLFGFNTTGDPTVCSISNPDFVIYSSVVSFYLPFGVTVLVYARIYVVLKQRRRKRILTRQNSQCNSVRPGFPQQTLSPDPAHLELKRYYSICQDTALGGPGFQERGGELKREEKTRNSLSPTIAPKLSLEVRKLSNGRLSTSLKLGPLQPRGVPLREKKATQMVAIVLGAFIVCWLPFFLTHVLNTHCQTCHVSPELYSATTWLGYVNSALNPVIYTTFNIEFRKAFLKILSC
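Agonist-mode cell screen: cells plated at 1500/well and incubated overnight at 37 °C, then exposed to library compounds for 90 min at 37 °C. Detection reagent was added for 30–60 min at room temperature, and luminescence was read.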
DRD3 antagonist = qHTS of D3 Dopamine Receptor Antagonist: qHTS; D(3) dopamine receptor (Homo sapiens), P35462; D3R cells, DiscoveRx beta-arrestin luminescence, antagonist mode; active compounds read low; max response, negative = inhibition, %; 2.5% of 360,000 active; in the data active = max response below about -50%; inconclusive = no clear call, values can overlap the other calls; also: % is scaled to controls: 0 for no effect and ±100 for the full control effect; mostly tested at two doses, the higher about 12 µM
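Cells expressing the human receptor were seeded at 1500 cells/well, incubated overnight at 37 degrees C in 5% CO2, then exposed to library compounds with dopamine controls for 90 minutes at 37 degrees C before luminescent detection.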
GLP1R cytotox = qHTS of GLP-1 Receptor Inverse Agonists: Cytotox Screen; 0.13% of 410,000 active; Potency, µM (titrated, usually from 38.3 µM), without a hit: at the highest dose activity change, negative = inhibition, hits mostly inhibitors; HEK293 cAMP-luciferase reporter cells, luminescence, 24 h;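 also: loss of luciferase light is scored as toxicity; potency is read from the fitted curve at half-maximal effect; % is scaled to controls: 0 for no effect and ±100 for the full control effect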
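To flag toxic compounds, the library was rerun on cells for 24 hr at 37 deg C and 5% CO2. Viability-linked luminescence was captured 12 min after adding luciferase detection reagent.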
IL-2 act = qHTS of IL-2 Activators; IL-2 activation reporter assay, cell-based qHTS; stimulated with anti-CD3/CD4/CD28 beads; in transgenic mouse T cells; activation, % (series mostly up to about 46 µM); 0.065% of 360,000 active; AID 652025, 2013; in the data active = activation above about 50%; inconclusive = mostly about 30% to 49%; also: 0% is about no effect
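Using fluorescent plate cytometry, EGFP and DsRed are detected in transgenic mouse T cells stimulated 18 h at 37 degrees C with antibody-coated beads after 60 min compound pretreatment.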
PLK1 PBD block = qHTS for Inhibitors of PLK1-PDB (polo-like kinase 1 - polo-box domain): Primary Screen. Serine/threonine-protein kinase PLK1 (Homo sapiens), P53350. Plk1 PBD binding of FITC phosphopeptide, fluorescence polarization. Potency, µM, inactives show max response, negative = inhibition, actives largely listed as inhibitors. 2.8% of 360,000 active; also: potency is read from the fitted curve at half-maximal effect; series mostly up to about 57 µM; % is scaled to controls: 0 for no effect and ±100 for the full control effect; nearly all actives have a fitted effect of over 65% in size
WRN helicase inh = qHTS for Inhibitors of WRN Helicase; Bifunctional 3'-5' exonuclease/ATP-dependent helicase WRN (Homo sapiens), Q14191; WRN helicase unwinding, fluorescent forked duplex, kinetic; Potency, µM (titrated, usually from 114 µM), without a hit: top-dose activity change, negative = inhibition, hits mostly inhibitors; 0.46% of 360,000 active; AID 651768, 2012; also: potency is read from the fitted curve at half-maximal effect; % is scaled to controls: 0 for no effect and ±100 for the full control effect; nearly all actives have a fitted effect of over 55% in size
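Kinetic fluorescence helicase assay: unwinding of a quenched forked DNA duplex (100 nM final) with 2 mM ATP final raises red fluorescence (525/598 nm). Compounds sat 15 min at room temperature with 20 nM WRN beforehand.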
GLP-1R agonist = qHTS of GLP-1 Receptor Agonists; Glucagon-like peptide 1 receptor (Homo sapiens), P43220; HEK293 GLP-1R CRE-luciferase, luminescence, 4-6 h; cells express a hypersensitive GLP-1R form; Potency, µM (titrated, usually from 45.6 µM), without a hit: top-dose activation, hits mostly activators; 0.007% of 380,000 active; also: potency is read from the fitted curve at half-maximal effect; % of control where 0% means no effect
The depositor's hits bear a star; ? = inconclusive; . = no result given; & = joins results of further samples; [ ] = dose if it differs, or a comment. Unless noted, calls follow the shape of the dose curve; as a rule, active = well fitted curve in the direction sought with a large enough effect; inconclusive = small, poorly fitted or top-dose-only effect, or another doubt; inactive = no such curve, though single readings can be large; an effect the other way counts as inactive or inconclusive.

SMILES | PI5P4Ka inh | GLP-1R inv ag | D3 ag | DRD3 antagonist | GLP1R cytotox | IL-2 act | PLK1 PBD block | WRN helicase inh | GLP-1R agonist
NC(=O)C1CCN(c2nc3c(S(=O)(=O)c4ccccc4)nnn3c3ccccc23)CC1 | -2 | 63%[activator] | -3 | 24 | 0% | 0.7 | 3% | -1% | -1%
COC(=O)CN(c1nc(C)c(Cl)c(OC)n1)S(=O)(=O)c1ccc(C)cc1 | 13 | 10µM* | -15 | 15 | -1% | -3.8 | -5% | -7% | 0%
C[C@H](CO)N1C[C@H](C)[C@@H](CN(C)CC2CCOCC2)Oc2cc(C#Cc3ccccc3F)ccc2S1(=O)=O | 9 | ? | -5 | -11 | 1% | -4.3 | -11% | -5% | 13%
Cc1ccc(C(=O)OC(C)C(=O)NC2CCCCC2C)s1 (centres undefined) | -6 | ? | -1 | -22 | -7% | -0.2 | 1% | 4% | 2%
COc1ccc(C2CC(C)(c3ccc(OC)cc3OC)Nc3ccccc3N2)c(OC)c1 (centres undefined) | 0 | 12% | -6 | -23 | 0% | 0.5 | -17% | -19% | 2%
CC1CCCCC12NC(=O)N(CC(=O)N(C)Cc1nc3ccccc3c(=O)[nH]1)C2=O (centres undefined) | 8 | 3% | 0 | -4 | 14% | 0.1 | -7% | -6% | -2%
c1ccc(OCc2nc3c4c(ncn3n2)-c2ccccc2CC42CCCC2)cc1 | 2 | 3% | 4 | -2 | -2%[1.53 µM] | 0.0 | -4% | -29%[57.1 µM] | -5%
Cc1ccc(S(=O)(=O)c2nc(S(=O)(=O)c3ccccc3)sc2N2CCN(C)CC2)cc1 | 9 | ? | -20 | -86* | -13% | 0.3 | -6% | -10% | 0%
CCCNC(=O)N[C@H]1CC[C@@H](CCn2cc(-c3cccc(F)c3)nn2)O[C@@H]1CO | -2 | 3% | 4 | 11 | -9% | 3.5 | -6% | 6% | .
CC1(Cc2ccc(Cl)cc2)C(=O)Nc2ccc(S(=O)(=O)NC3CCCCC3)cc21 (centres undefined) | -5 | ? | -8 | -2 | -20% | -0.8 | -1% | -16% | -1%
CC1=C(C)CC(C(=O)NNC(=O)c2cccc(Cl)c2)C(C(=O)O)C1 (centres undefined) | 16 | -1% | -9 | 7 | -5% | -0.2 | -8% | 5% | 2%
COc1ccc(NC(=O)COc2ccc(C)c(C)c2)cc1S(=O)(=O)N1CCCCC1 | 2 | ? | 3 | 11 | -20% | -2.1 | 4% | -7% | 15%
O=S1(=O)CCO[C@H]2Cc3ccccc3[C@H]2N1Cc1cccc(F)c1 | -4 | -8% | -9 | 0 | 15% | -3.0 | -24% | -29% | -7%
CCO/C(C)=N/Oc1cccc(N(C)C)c1 | 8 | 18% | 3 | 36 | 0% | 0.3 | -8% | -2% | 7%
O=C(COC(=O)c1cccc(F)c1)NC1CC1 | 2 | 2% | -2 | 9 | -1% | 12 | -1% | 3% | 1%
O=C(O)c1ccc2c(=O)n3c(nc2c1)/C(=C/c1ccc(C(F)(F)F)cc1)CC3 | -16 | 6% | 2 | -5 | 6% | -1.0 | -11% | -9% | -2%
CCOc1ccc(N=C(C)c2ccccc2O)cc1 | 3 | 2% | -2 | 5 | 18% | -0.7 | -1% | -4% | -2%
CCNC(=O)CC(=O)Nc1ccccc1C(=O)O | 0 | 8% | -4 | 4 | 65%[activator] | -0.5 | -2% | 3% | 6%
COc1ccc(NC(=O)Cn2c(=O)n(-c3ccccc3)c(=O)c3c4c(sc32)CCCC4)c(OC)c1 | . | 10% | 5 | . | -1% | . | . | . | -1%
CCn1nc(C(C)C(=O)O)c2ccccc2c1=O (centres undefined) | -4 | 8% | 5 | 23 | -10% | -2.8 | -13% | 4% | 4%
c1ccc(-c2noc(-c3cccnc3)n2)cc1 | . | 10% | -5 | -14 | 1% | -3.1 | -9% | -20% | -5%
O=C(COc1ccccc1)NCCc1nc2ccccc2[nH]1 | 5 | 18% | -5 | 0 | -10% | -0.2 | -10% | -6% | -8%
Cc1ccc(S(=O)(=O)NCC2CCC(C(=O)NCCCN3CCOCC3)CC2)cc1 (centres undefined) | 3 | -21% | -1 | 0 | 13% | -0.6 | -4% | 4% | 2%
CCc1nc(SCC(=O)Nc2cccc3ccccc23)[nH]c(=O)c1C | 2 | 3% | 7 | 5 | -8% | -0.2 | -8% | 2% | 5%
CCc1ccc(Oc2ncnc(N)c2[N+](=O)[O-])cc1 | -3 | -19% | -8 | 4 | -13% | -0.3 | -12% | 1% | 12%

Other records follow.
SMILES | PI5P4Ka inh | GLP-1R inv ag | D3 ag | DRD3 antagonist | GLP1R cytotox | IL-2 act | PLK1 PBD block | WRN helicase inh | GLP-1R agonist
CCCCN(Cc1cc2cc(C)ccc2[nH]c1=O)C(=O)c1ccccn1 | -2 | 8% | 1 | 1 | -17% | 0.3 | -3% | 7% | 20%
CN1C(=O)CC(C(=O)Nc2ccccc2F)SC1=Nc1ccc2c(c1)OCO2 (centres undefined) | 7 | 4% | 6 | 0 | -2% | -1.6 | 5% | -10% | 3%
COc1ccc(NC(=O)C2CCC(CNS(=O)(=O)c3cccs3)CC2)cc1OC (centres undefined) | 0 | -20%&4% | 0&7 | 12 | -10%&-5% | -0.2 | -1% | -3% | 18%
O=C(Nc1cc(S(=O)(=O)N2CCCC2)ccc1Cl)c1ccncc1 | -2 | 8% | 2 | 33 | -1% | 0.2 | 2% | -6% | -2%
Cc1cc(NC(=O)c2ccco2)ccc1-n1cnnn1 | -3 | 73%[activator] | 7 | -1 | 3% | 0.8 | -5% | 6% | 0%
C=CCNC(=S)Nc1sc2c(c1C(=O)OCC)CCN(C(=O)OCC)C2 | -5 | 5% | 7 | 7 | -8% | -0.1 | -28% | -10% | 6%
CC(=O)Nc1cnc(-c2cc(C)c(O)c(C)c2)cn1 | -8 | 15% | -5 | 0 | -26% | -0.3 | -15% | 3% | 26%
CCC(C)NC(=O)CO/N=C/c1ccc(C(=O)OC)cc1 (centres undefined) | 0 | -10% | -1 | 21 | -9% | 1.4 | 2% | -4% | 2%
O=C(NN=C1CCCC1)c1cccs1 | 0 | 10% | -4 | 3 | -6% | -0.1 | -2% | 3% | -8%
COCc1nnc(NC(=O)c2ccc(S(=O)(=O)N(C)Cc3ccccc3)cc2)o1 | -9 | -8% | 2 | -23 | -1% | 1.4 | -4% | ? | 0%
O=C(CCNc1cccc(C(F)(F)F)c1)c1ccco1 | . | -4% | 2 | -18 | -9% | -2.2 | -7% | 5% | -1%
O=C(Nc1ccc(N2CCCC2)c(Cl)c1)c1ccc2c(c1)OCCO2 | -10 | ? | 5 | -6 | -26% | 0.6 | 1% | -4% | 1%
CCC(CC)c1nnc(NC(=O)CN2C(=O)C3C4C=CC(C4)C3C2=O)s1 (centres undefined) | -8 | 16% | -2 | 4 | 1% | -0.1 | -9% | -4% | 10%
Cc1c(CCC(=O)N2CCC[C@H]2C(=O)O)c(=O)oc2cc3oc4c(c3cc12)CCCC4 | 0 | 25% | 10 | 4 | 2% | 0.1 | -6% | 0% | 13%
CN(Cc1nc(-c2ccc(Cl)cc2)no1)C(=O)c1ccco1 | 2 | ? | 3 | -21 | 1% | -0.5 | -14% | -1% | 20%
O=S(=O)(NC1CC1)c1ccc2c3c(cccc13)CC2 | -9 | -4%[7.66 µM] | 2 | 3 | -9%[7.66 µM] | -0.3 | ? | 2% | 7%
CCOc1ccccc1C(=O)Nc1ccc2nc(N(CC)CC)cc(C)c2c1 | . | 5% | 5 | . | -9% | . | . | . | 1%
COc1ccc(/C=N/NC(=O)c2cccc([N+](=O)[O-])c2)cc1OC(=O)c1ccc(C)cc1 | . | -29% | 1 | -17 | -24% | 0.4 | -3% | -5% | 3%
O=C(Nc1ccc(CN2CCOCC2)cc1)c1cc2ccccc2o1 | . | 10% | 2 | -11 | 20% | -1.9 | -8% | 3% | -3%
Cc1nc2cccc(C)n2c(=O)c1Cl | -2 | 13% | 6 | 14 | 3% | -0.3 | -2% | 5% | 0%
O=C(N/N=C/c1ccco1)c1ccccc1OCc1ccc(Br)cc1 | -4 | ? | 7 | 13 | -12% | -2.1 | -7% | -7% | 16%
COC(=O)c1[nH]c2cccc(OC)c2c1NC(=O)CN(C)CC1OCCO1 | -3 | -5% | -7 | ? | -7% | -1.0 | -14% | -5% | 2%
CCNS(=O)(=O)c1ccc(OCCNS(C)(=O)=O)cc1 | . | -19% | 2 | -2 | -5% | -1.2 | -9% | -2% | -6%
O=C(NCCc1ccccc1)C1CCC(Cn2c(=O)c3ccccc3n(Cc3cccc(F)c3)c2=O)CC1 (centres undefined) | 5 | 7% | -2 | -13 | 6% | -1.3 | -6% | 1% | -3%

Exported with two lines to a compound: entries from further up.
Results follow in this order: PI5P4Ka inh | GLP-1R inv ag | D3 ag | DRD3 antagonist | GLP1R cytotox | IL-2 act | PLK1 PBD block | WRN helicase inh | GLP-1R agonist
C[C@H](CO)N1C[C@H](C)[C@@H](CN(C)CC2CCOCC2)Oc2cc(C#Cc3ccccc3F)ccc2S1(=O)=O
    9 | ? | -5 | -11 | 1% | -4.3 | -11% | -5% | 13%
Cc1ccc(C(=O)OC(C)C(=O)NC2CCCCC2C)s1 (centres undefined)
    -6 | ? | -1 | -22 | -7% | -0.2 | 1% | 4% | 2%

In the list so far, these contain a CF3 group:
SMILES | PI5P4Ka inh | GLP-1R inv ag | D3 ag | DRD3 antagonist | GLP1R cytotox | IL-2 act | PLK1 PBD block | WRN helicase inh | GLP-1R agonist
O=C(O)c1ccc2c(=O)n3c(nc2c1)/C(=C/c1ccc(C(F)(F)F)cc1)CC3 | -16 | 6% | 2 | -5 | 6% | -1.0 | -11% | -9% | -2%
O=C(CCNc1cccc(C(F)(F)F)c1)c1ccco1 | . | -4% | 2 | -18 | -9% | -2.2 | -7% | 5% | -1%
